ER stress surv = ER stress cell death inhibition. 0.33% of 48,000 active. CSM14.1 thapsigargin ER stress survival, ATP luminescence. relative survival (cellular ATP), % at 15 µg/mL (by protocol);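 active = survival measured by cellular ATP above 50% at 15 µg/ml in the first screen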;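 also: cell death triggered by about 15 µM thapsigargin; ATP read 24 h after thapsigargin was added; plate controls were thapsigargin with DMSO for no effect and DMSO without thapsigargin for full effect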
An asterisk follows results filed as active.

SMILES	ER stress surv
CCn1c(O)c(N=Nc2nc3ccccc3s2)c2ccccc21	-1
Cc1cccc(NC(=O)/C=C(\C(=O)O)c2ccc(Cl)cc2)c1C	7
CC1CN(C(=O)c2c(Cl)cccc2Cl)CC(C)O1 (stereo not drawn)	4
CC(Oc1ccccc1)C(=O)NCc1cccnc1 (stereo not drawn)	0
O=C1NN(c2ccccc2)C(=O)/C1=C\c1ccc(O)cc1	18
COc1ccc(C2CC(C(F)(F)F)n3ncc(C(=O)Nc4c(C)n(C)n(-c5ccccc5)c4=O)c3N2)cc1 (stereo not drawn)	3
CCCOc1ccc(C(=O)Nc2cccc(C(C)=O)c2)cc1	-2
CCc1ccc(NC(=O)c2ccc(Cl)cc2)cc1	-1
CCOc1cc(OCC)cc(C(=O)Nc2ccccc2C(=O)OC)c1	3
Cc1ccc(S(=O)(=O)Oc2ccc(Br)cc2C=C2C(=O)NC(=O)NC2=O)cc1	-2
CC1(C)CC(=O)C2=C(C1)Nc1ccccc1NC2c1ccc(-c2ccccc2)cc1 (stereo not drawn)	121*
O=C(CN1C(=O)/C(=C/c2ccccc2Cl)SC1=S)NCCc1ccccc1	0
O=C1CCC(=O)N1c1cccc(-c2nc3ccccc3o2)c1	8
CCOc1ccc(-c2nc3sc4c(c3c(=O)[nH]2)CCCC4)cc1OCC	-4
CCOc1ccc(S(=O)(=O)N(CC(=O)OC)c2ccc(C)cc2)cc1	6
CCn1c2ccccc2c2cc(C=Nc3ccc(OC(F)(F)F)cc3)ccc21	9
C/C(=C1/C(=O)N(c2nc3ccccc3s2)N=C1C(F)(F)F)N1CCC2CCCN2C1 (stereo not drawn)	-5
O=C(NCCO)C(=O)NCc1ccccn1	18
CCOC(=O)c1sc(NC(=O)c2ccc(S(=O)(=O)N3CCOCC3)cc2)c(C(=O)OCC)c1C	1
Cc1cc(C)nc(SCC(=O)OCC(=O)Nc2nnc(C)s2)n1	6
Cc1ccc(CCC(=O)Nc2ccc(Br)cc2)o1	-2
COc1ccc(NC(=O)CCC(=O)NCCO)cc1	0
COC(=O)C1=C(C(=O)OC)C2C=CC1C1C=CC21 (stereo not drawn)	17
CCOc1ccc(-c2csc(-c3cc4ccccc4oc3=O)n2)cc1	3
Cc1cc(Nc2ccc(C)c(Cl)c2)n2ncnc2n1	3
(cont.)
SMILES	ER stress surv
CCOC(=O)C1CCN(C2CC(=O)N(c3cccc(Br)c3)C2=O)CC1 (stereo not drawn)	-4
Fc1ccc(NC(=S)NCc2cccnc2)cc1	-6
CCOc1ccc2c(c1)-c1c(ssc1=S)C(C)(C)N2C(=O)CSc1nnc(N)s1	-7
O=C(Cc1ccc(Br)cc1)Nc1ccc(F)cc1	0
COc1ccc(C2/C(=C(/O)c3ccc(C)cc3)C(=O)C(=O)N2CCCn2ccnc2)cc1 (stereo not drawn)	4
CCOC(=O)CSc1nc(N)c(C#N)c(-c2ccc(O)cc2)c1C#N	-3
Cc1cccc(NC(=O)CN(c2ccc(Br)cc2)S(C)(=O)=O)c1	7
COc1ccc(OC)c(/C=C(/C#N)C(=O)Nc2ccc(Cl)cc2)c1	4
CCc1ccc(C(=O)CC2(O)C(=O)Nc3ccc(Br)cc32)cc1 (stereo not drawn)	0
CCOC(=O)c1ccccc1NS(=O)(=O)c1ccc(Cl)cc1	-4
O=C1S/C(=C/C=C/c2ccccc2)C(=O)N1CNc1ccc(F)cc1	2
Clc1cccc(/C=N/Nc2cc(N3CCOCC3)ncn2)c1	6
c1ccc2c(c1)c1ccccc1n2CCCN1CCCCC1	-30
O=C(NNc1ccccc1)c1ccccc1	13
O=C(c1ccccc1SCc1ccccc1)N1CCOCC1	8
NC1=C(Nc2cccc3ccccc23)C(=O)c2ccccc2C1=O	-6
CCCCOC(=O)c1ccc(NS(=O)(=O)c2ccc3ccccc3c2)cc1	5
O=C1C2C(c3ccccc3)C=CC(c3ccccc3)C2C(=O)N1c1ccc2c(c1)oc1ccccc12 (stereo not drawn)	23
Cc1onc(-c2ccccc2Cl)c1C(=O)Nc1ccccc1C(=O)O	3
COc1ccc(N2C(=O)NC(=O)/C(=C\c3ccc(OCC(=O)O)c(Br)c3)C2=O)cc1	8
COc1ccc(-n2c(=O)c3c4c(sc3n3c(SC)nnc23)COC(C)(C)C4)cc1	10
Cc1nn(C(=O)C2CC2)c(C)c1Sc1ccccc1	-5
O=C(C1c2ccccc2Oc2ccccc21)N1CCN(c2cccc(Cl)c2)CC1	11
CCOc1ccc(Cc2c(O)nc(N)[nH]c2=O)cc1	14
Cc1ccc(-c2cc(C(=O)N/N=C/c3ccc(Cl)cc3)[nH]n2)cc1	2
New compounds follow:
SMILES	ER stress surv
COc1cccc(NC(=O)C2C(C(=O)O)C3C=CC2C32CC2)c1 (stereo not drawn)	4
COc1ccccc1CNC(=O)c1c(Cl)cccc1Cl	16
COc1ccc(S(=O)(=O)NCCC(C)C)cc1	9
COc1ccc(S(=O)(=O)N/N=C/c2ccc[nH]2)cc1	-4
CC1CCN(CCOCCOc2cccc3ccccc23)CC1	-4
CCc1ccccc1NC(=O)COc1cccc(C)c1	2
COC(=O)c1ccc2c(c1[N+](=O)[O-])C(=O)c1ccccc1C2=O	11
CN1CCN(C(=O)c2cc3nc(-c4ccc(F)cc4)cc(C(F)(F)F)n3n2)CC1	2
CCOc1ccc(N(CC(=O)NCCSc2ccc(Cl)cc2)S(C)(=O)=O)cc1	1
Cc1ccc(OCC(=O)NCc2ccncc2)cc1	-2
COc1ccccc1NC(=O)c1cc(=O)[nH]c2ccccc12	5
CCOC(=O)C1=C(C)NC2=C(C(=O)CCC2)C1c1cccc(Cl)c1 (stereo not drawn)	5
Nc1ccc(Cl)c(-c2nc3cc(Cl)ccc3o2)c1	-2
O=C(Nc1nc(-c2ccc(F)cc2F)cs1)c1cccc(F)c1F	0
CC(NS(=O)(=O)c1cccc([N+](=O)[O-])c1)c1ccccc1 (stereo not drawn)	4
O=C(N/N=C\c1c(F)cccc1Cl)c1cnccn1	3
Cc1cc(C)nc(SCC(=O)N/N=C/c2ccc(Cl)cc2Cl)n1	-2
O=c1[nH]c(=O)n(Cc2ccccc2)cc1I	5
O=c1c2ccccc2nc(-c2ccccc2)n1CCCn1ccnc1	1
CC(C)(C)c1ccc(OCC(=O)Nc2cccc(C(=O)Nc3nccs3)c2)cc1	6
Cc1ccc(CNC(=O)C(=O)Nc2ccc(F)cc2)cc1	4
OC(COCc1ccccc1)CN1CCN(c2ccccn2)CC1 (stereo not drawn)	20
CC(C)C(=O)NC(c1ccc(N(C)C)cc1)c1c(O)ccc2ccccc12 (stereo not drawn)	6
COc1ccc(/C=C2/SC(=S)N(Cc3ccccc3)C2=O)c(OC)c1	3
O=C(/C=C/c1ccccc1F)c1c(-c2ccccc2)c2cc(Br)ccc2[nH]c1=O	4
The listing continues:
SMILES	ER stress surv
CCOc1ccccc1NC(=O)c1c(NC(=S)Nc2ccccc2)sc2c1CCCCC2	-1
CC(=O)OCc1cc(=O)n(C)c(=O)n1C	-1
COc1ccc(OC)c(/C=N/Nc2nc(C)c(C)s2)c1	-2
Cc1ccc(OCc2nnc(NC(=O)c3ccccc3)s2)cc1C	1
CC1=C(C(=O)Nc2cc(Cl)ccc2C)C(c2cccc(Br)c2)NC(=S)N1 (stereo not drawn)	-3
CC(C)Sc1nc2ccc(N3C(=O)C4CCCCC4C3=O)cc2s1 (stereo not drawn)	-2
O=C(O)CCN1C(=O)/C(=C/c2cn(-c3ccccc3)nc2-c2cccc([N+](=O)[O-])c2)SC1=S	2
Cc1n[nH]c(C)c1CCCCCOc1ccc([N+](=O)[O-])cc1	19
Cc1ccc(OCC(=O)N2CCN(c3ccccn3)CC2)c(Br)c1	11
COc1ccc(/C=N/N=c2\sc3ccccc3n2C)c(OC)c1	-1
CCCNC(=O)OCC12CC3CC(CC(C3)C1)C2	8
COC(=O)C(Cc1ccccc1)NC(=O)CCN1C(=O)c2cccc3cccc(c23)C1=O (stereo not drawn)	6
Cc1n[nH]c(C)c1Sc1ccccc1N=Cc1cc(Cl)cc([N+](=O)[O-])c1O	10
Cc1ccc(C(C)C)c(OCc2nnc(NC(=O)Nc3ccccc3)s2)c1	-3
CC(=O)c1ccc2c(c1)c1cc(C(C)=O)ccc1n2C(C)=O	4
O=C1C=CC(=O)N1c1ccc([N+](=O)[O-])cc1Br	0
COC(=O)c1ccc(/C=N/Nc2nc(C)c(C)s2)cc1	-1
CCOC(=O)CSc1nc(N)nc(C)c1Br	9
COc1ccc(C(=O)Nc2cccc(-c3nc4ccc(C)cc4o3)c2)cc1Br	6
C/C(=N\NC(=O)c1cc(C)[nH]n1)c1ccc(C)cc1	8
O=[N+]([O-])c1ccc2c(c1)C1C=CCC1C(c1cccc(Cl)c1Cl)N2 (stereo not drawn)	8
Cc1ccc(NN2C(=O)c3cccc4cccc(c34)C2=O)cc1	15
COC(C(=O)N/N=C/c1cc([N+](=O)[O-])ccc1Cl)c1ccccc1 (stereo not drawn)	13
N#CCSc1nc(N)c(C#N)cc1C#N	0
CCN(CC)c1ccc(N2C(=O)/C(=C/c3ccc(C(=O)OC)cc3)SC2=S)cc1	1
(next part)
SMILES	ER stress surv
CC(C)(C)c1cc(N2C(=O)C(=O)/C(=C(\O)c3ccccc3)C2c2ccc(Br)cc2)no1 (stereo not drawn)	12
O=C(N/N=C/c1cccnc1)c1cc(-c2ccc3ccccc3c2)n[nH]1	8
Cc1occc1C(=O)Nc1ccc(F)cc1F	3
O=C(Nc1ccc(F)c([N+](=O)[O-])c1)c1ccc2ccccc2c1	0
C=CCNC(=O)NC(=O)C12CC3CC(CC(C3)C1)C2	14
COc1ccc(C(=O)Nc2ccccc2)cc1NC(=O)C(c1ccccc1)c1ccccc1	2
COc1ccc(N2C(=O)NC(=O)/C(=C\c3ccoc3)C2=O)cc1	6
Cc1cc(C(=O)N/N=C/c2cc(Br)ccc2O)n[nH]1	5
Nc1sc2c(c1C(=O)Nc1ccc(Br)cc1)CCCC2	1
Nc1c(C(=O)Nc2ccccc2)sc2nc3c(cc12)CCC3	-19
O=C(NC(C(=O)O)C12CC3CC(CC(C3)C1)C2)c1ccc([N+](=O)[O-])cc1 (stereo not drawn)	4
Cc1c(Cl)cccc1NC(=O)C(=O)NCc1ccc(F)cc1	4
COc1ccc(Br)cc1/C=N\N1CCN(c2ccccc2OC)CC1	0
COCCOC(=O)c1ccc(NC(=O)c2ccc(C(C)(C)C)cc2)cc1	-2
C=CCNC(=O)/C=C/c1ccc(OCC)c(OC)c1	6
O=C(Nc1ccc(-c2nc3ccccc3[nH]2)cc1)c1cc2ccccc2o1	1
O=C(O)c1cccc(-c2ccc(/C=C3\SC(=O)N(c4ccc(Cl)cc4)C3=O)o2)c1	-3
CC1=C(C#N)c2nc(N)c(C#N)c(C)c2/C1=C/c1ccc(-c2cccc(Cl)c2Cl)o1	-7
CCOC(=O)c1c2c(n(-c3ccccc3)c1C)C=C(Br)C(=O)C2=O	3
CCN=C(NCC)SC1CC(=O)N(c2cccc(OCC)c2)C1=O (stereo not drawn)	-8
COC(=O)c1ccccc1P(=O)(c1ccccc1)c1ccccc1	3
CCCCCCCC1=NN2C(=O)CC(=O)N=C2S1	11
Cc1ccc(N2C(=O)C3C(C2=O)C2C=CC3C23CC3)cc1Cl (stereo not drawn)	0
Cc1ccc(CN2CCN(/N=C/c3ccc(C(F)(F)F)cc3)CC2)cc1	-2
O=C1NC(=Nc2cccc(Cl)c2Cl)S/C1=C\c1ccccc1	0
Later entries
SMILES	ER stress surv
CN1C(=O)NC(=O)/C(=C/c2cccc3ccccc23)C1=O	13
CCOc1cc(C2Nc3ccccc3C(=O)N2c2ccc(C)cc2)ccc1O (stereo not drawn)	-5
COc1ccc(C2NC(=S)NC3=C2N2CCC3CC2)cc1 (stereo not drawn)	7
O=C(CCN1C(=O)c2ccccc2C1=O)NCc1ccncc1	6
O=c1[nH]n(-c2cccc(Cl)c2)c(O)c1/C=C1/C=Nc2ccccc21	11
CC1(c2ccccc2)CC(C)(C)N(C=O)c2ccccc21 (stereo not drawn)	3
COc1cc([N+](=O)[O-])ccc1-c1ccc(/C=C2\C(=O)NC(=S)N(c3ccc(Cl)cc3)C2=O)o1	-1
c1ccc(-c2cnnc3c2[nH]c2ccccc23)cc1	2
COc1cc(C)nc(Nc2nc(C)c3cc(C)ccc3n2)n1	-2
COc1ccc(NC(=O)CN(c2ccc(C)c(Cl)c2)S(C)(=O)=O)c(OC)c1	12
COc1ccc(/C=C2\SC(=Nc3cccc(Cl)c3C)NC2=O)cc1C	-2
NS(=O)(=O)c1cccc(NC(=O)/C=C/c2ccccc2)c1	-1
CCCC1CCc2c(sc(N)c2C(N)=O)C1 (stereo not drawn)	-2

Gathered by group, the entries above with fluorine (15)
SMILES	ER stress surv
COc1ccc(C2CC(C(F)(F)F)n3ncc(C(=O)Nc4c(C)n(C)n(-c5ccccc5)c4=O)c3N2)cc1 (stereo not drawn)	3
CCn1c2ccccc2c2cc(C=Nc3ccc(OC(F)(F)F)cc3)ccc21	9
C/C(=C1/C(=O)N(c2nc3ccccc3s2)N=C1C(F)(F)F)N1CCC2CCCN2C1 (stereo not drawn)	-5
Fc1ccc(NC(=S)NCc2cccnc2)cc1	-6
O=C(Cc1ccc(Br)cc1)Nc1ccc(F)cc1	0
O=C1S/C(=C/C=C/c2ccccc2)C(=O)N1CNc1ccc(F)cc1	2
CN1CCN(C(=O)c2cc3nc(-c4ccc(F)cc4)cc(C(F)(F)F)n3n2)CC1	2
O=C(Nc1nc(-c2ccc(F)cc2F)cs1)c1cccc(F)c1F	0
O=C(N/N=C\c1c(F)cccc1Cl)c1cnccn1	3
Cc1ccc(CNC(=O)C(=O)Nc2ccc(F)cc2)cc1	4
O=C(/C=C/c1ccccc1F)c1c(-c2ccccc2)c2cc(Br)ccc2[nH]c1=O	4
Cc1occc1C(=O)Nc1ccc(F)cc1F	3
O=C(Nc1ccc(F)c([N+](=O)[O-])c1)c1ccc2ccccc2c1	0
Cc1c(Cl)cccc1NC(=O)C(=O)NCc1ccc(F)cc1	4
Cc1ccc(CN2CCN(/N=C/c3ccc(C(F)(F)F)cc3)CC2)cc1	-2

Assay outcomes as filed in PubChem BioAssay.

A portion of the library. The share of hits here may be higher or lower than overall.
